Screening results: PubChem BioAssay, National Center for Advancing Translational Sciences (NCATS)
DT40 TDP1 no CPT: qHTS for Inhibitors of human tyrosyl-DNA phosphodiesterase 1 (TDP1): qHTS in cells in absence of CPT. DT40 Tdp1-/- hTDP1 cells, no CPT, ATP luminescence, 48 h. Potency, µM (highest dose often 46.2 µM), inactives show at the top dose activity change, negative = growth inhibition, actives largely listed as inhibitors. 420,000 compounds, 15% hits; also: nearly all actives have a fitted effect of over 55% in size
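Chicken DT40 Tdp1-/- cells complemented with human TDP1, screened without camptothecin (DMSO vehicle only), 400 cells/well. Compounds pin-transferred, cells incubated at 37 °C for at least 48 hr. Growth read as ATP-dependent luminescence (CellTiter-Glo, 30 min at RT).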
N370S GC mod: N370S glucocerebrosidase modulation, Gaucher chaperone candidate; Potency, µM (doses to about 59.4 µM), inactives show at the highest dose activity change, negative = inhibition, most hits filed as inhibitors; P04062; 330,000 compounds, 0.092% hits; N370S GC spleen homogenate, 4MU-glucoside fluorescence; AID 2101;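 also: 0% = full enzyme activity and -100% = no enzyme basal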
TDP1 block: TDP1 (human) enzyme inhibition; Q9NUW8; recombinant TDP1, AlphaScreen DNA substrate cleavage; Potency, µM (highest dose often 130 µM), inactives show at the top dose activity change, negative = inhibition, actives largely listed as inhibitors; 350,000 compounds, 0.28% hits; AID 485290; also: nearly all actives have a fitted effect of over 40% in size
Target sequence (Q9NUW8 whole entry, looked up): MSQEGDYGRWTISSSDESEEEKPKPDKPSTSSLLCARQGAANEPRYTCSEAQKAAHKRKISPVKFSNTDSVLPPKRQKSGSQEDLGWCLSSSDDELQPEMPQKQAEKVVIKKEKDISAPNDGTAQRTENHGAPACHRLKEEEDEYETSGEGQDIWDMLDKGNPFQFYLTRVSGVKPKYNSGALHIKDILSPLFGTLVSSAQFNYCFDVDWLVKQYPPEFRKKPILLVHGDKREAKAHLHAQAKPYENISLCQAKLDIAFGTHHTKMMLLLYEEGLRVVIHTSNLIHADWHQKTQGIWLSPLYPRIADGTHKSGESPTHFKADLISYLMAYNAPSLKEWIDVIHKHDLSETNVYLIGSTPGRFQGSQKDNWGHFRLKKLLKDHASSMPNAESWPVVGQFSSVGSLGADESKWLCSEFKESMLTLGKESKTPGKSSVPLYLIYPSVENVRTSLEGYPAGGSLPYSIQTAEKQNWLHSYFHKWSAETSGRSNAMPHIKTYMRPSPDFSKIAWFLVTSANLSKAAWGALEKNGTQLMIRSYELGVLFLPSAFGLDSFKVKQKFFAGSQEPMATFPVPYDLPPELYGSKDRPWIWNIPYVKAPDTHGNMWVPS
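Steps: enzyme plus compound, 15 min RT; add biotin/phosphotyrosine-FITC oligonucleotide (15 nM final), react 5 min; add donor/acceptor beads (10 ug/ml final), 10 min; read AlphaScreen. Tdp1 at 1 nM final.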
Numbers without * were called inactive; u = inconclusive; x = not tested or not shown; & = joins results of further samples; [ ] = remark or other dose. Calls follow the shape of the dose curve; as a rule, active = well fitted curve in the direction sought with a large enough effect; inconclusive = small, poorly fitted or top-dose-only effect, or another doubt; inactive = no such curve, though single readings can be large; an effect the other way counts as inactive or inconclusive. Unless noted, % is scaled to controls: 0 for no effect and ±100 for the full control effect; potency is read from the fitted curve at half-maximal effect. A portion of the library (hit frequency here may not be typical).

SMILES	DT40 TDP1 no CPT	N370S GC mod	TDP1 block
CCOc1ccc(NC(=S)Nc2ccc(OC)cc2)cc1	-26%	4%	4%
COc1cccc(C(=O)/C=C2\NCCc3cc(OC)c(OC)cc32)c1	u	-18%	x
COc1cccc(CNCCO)c1OCc1ccc(Cl)cc1	-30%	-4%	4%
CC(=O)Nc1ccc(N=Cc2nc(-c3ccc(C)cc3)oc2O)cc1	-14%	0%	-5%
CN(C)CCCN(CCCN(C)C)C(=S)Nc1ccc(S(=O)(=O)N2CCOCC2)cc1	1%	3%	-1%
CSCC[C@H](NC(=O)[C@@H]1Cc2ccccc2CN1)C(=O)NC[C@H]1CC[C@H](C(=O)O)CC1	17%	-1%	x
COc1ccc(CNc2nc3ccccc3n2CCN2CCCCC2)cc1	21µM*	-5%	3%
CCN(CC)S(=O)(=O)c1cc(NC(=O)Cc2ccsc2)ccc1C	u	-5%	4%
CCOc1ccc(-n2c(SCC(=O)NCc3ccccc3)nc3n[nH]c(C)c3c2=N)cc1	7.3µM*	x	2%
Cc1ccc(NC(=O)CSCC(=O)N(C)CCOc2ccc(Cl)cc2)cc1	-15%	7%	5%
Cc1nc2c(C)cccc2cc1C(=O)N/N=C/c1cccnc1	6.5µM*	-1%	3%
COC(=O)c1ccc(NC(=S)NCCc2ccccc2)cc1	u	1%	4%
FC(F)(F)c1cc(Cl)c2nnc(-c3ccccn3)n2c1	-5%	-22%	x
O=C(CCN1CCCCC1)Nc1ccc2c(c1)C(=O)c1ccc(NC(=O)CCN3CCCCC3)cc1C2=O	x	-7%	-14%
Cn1cnc([N+](=O)[O-])c1Sc1nc2ccccc2[nH]1	18µM*	-6%	4%
CC(CC(=O)Nc1ccccc1C(F)(F)F)c1ccccc1 (configuration not stated)	-23%	-4%	-2%
O=C(Nc1cccc(C(F)(F)F)c1)C(Sc1n[nH]c(=O)[nH]c1=O)c1ccccc1 (configuration not stated)	6%	13%	4%
Cn1nc(C(=O)NCc2ccccc2CN2CCCC2)c2ccccc2c1=O	u	-19%	-2%
CC(C)NC(=O)CSc1nc(N)c(-c2ccccc2)c(=O)[nH]1	-13%	8%	-2%
CCOc1ccc(N2CC(C(=O)N3CCc4ccccc4C3)CC2=O)cc1 (configuration not stated)	-20%	-15%	5%

Rewritten field by field: entries from further up.
SMILES: Cc1ccc(NC(=O)CSCC(=O)N(C)CCOc2ccc(Cl)cc2)cc1
  DT40 TDP1 no CPT: -15%; N370S GC mod: 7%; TDP1 block: 5%
SMILES: Cc1nc2c(C)cccc2cc1C(=O)N/N=C/c1cccnc1
  DT40 TDP1 no CPT: 6.5µM*; N370S GC mod: -1%; TDP1 block: 3%
SMILES: COC(=O)c1ccc(NC(=S)NCCc2ccccc2)cc1
  DT40 TDP1 no CPT: u; N370S GC mod: 1%; TDP1 block: 4%
SMILES: FC(F)(F)c1cc(Cl)c2nnc(-c3ccccn3)n2c1
  DT40 TDP1 no CPT: -5%; N370S GC mod: -22%; TDP1 block: x

Further compounds.
SMILES	DT40 TDP1 no CPT	N370S GC mod	TDP1 block
O=C(Cc1ccccc1)Nc1c(C(=O)c2ccccc2)oc2ccccc12	-14%	x	-6%[12.3 µM]
COc1ccccc1NC(=O)Cn1c(=O)n(Cc2ccco2)c(=O)c2cccnc21	u	x	1%
O=C(NCC(c1cccs1)S(=O)(=O)c1cccs1)c1ccccc1F (configuration not stated)	u	x	-3%
O=C(c1cccc2ccccc12)C1CCCN(C(=O)c2ccc(N3CCOCC3)cc2)C1 (configuration not stated)	23µM*	-1%	6%
CCOC(=O)c1nnn2c1nc(N1CCN(c3ccccc3)CC1)c1ccccc12	15µM*	26%	4%
Cc1ccc2c(c1)c1c(n2CC(O)CNC2CCCC2)CCCC1 (configuration not stated)	u	-14%	5%
CSc1cccc(NC(=S)NCCCN2CCN(c3ccc(F)cc3)CC2)c1	4%	-1%	9%
Cc1ccc(-n2c(=O)cc(N3CCN(c4ccccc4Cl)CC3)[nH]c2=O)cc1	-27%	x	3%
COc1ccc(N(CC(=O)NC2CCCCC2)S(=O)(=O)c2cccnc2)cc1	-4%	-2%	1%
COc1ccc(C2CC(=O)c3ccc(OC)cc3O2)cc1 (configuration not stated)	-2%	2%	4%
CCOCc1c(C(=O)Nc2cc(OCC)c(N3CCOCC3)cc2OCC)oc2ccccc12	u	24%	3%
O=[N+]([O-])c1ccc(C2CCCC/C2=N\OCc2cccc(F)c2)c([N+](=O)[O-])c1 (configuration not stated)	u	9%	8%
CC(=O)Nc1ccc2nc(NC(=O)c3ccc([N+](=O)[O-])s3)sc2c1	x	-18%	-3%
O=C1Nc2cc(Cl)cnc2N2CCCC12 (configuration not stated)	-12%	-2%	8%
Fc1ccc(CO/N=C/C2=C(Cl)c3ccccc3CC2)cc1	-21%	3%	x
Cc1cc(C)n(-c2ccccc2[N+](=O)[O-])n1	u	-2%	1%
COc1ccc(CN(C)C(C)C(=O)Nc2ccc(S(=O)(=O)N3CCCCC3)cc2)c(OC)c1 (configuration not stated)	u	x	1%
O=C(Nc1cccc([N+](=O)[O-])c1)c1ccc2nc(N3C(=O)CCC3=O)sc2c1	-4%	3%	4%
CC1C/C(=N/Nc2nc3ccccc3[nH]2)CC(C)(C)C1 (configuration not stated)	u	-2%	11%
COCCCNC(=O)C1CCCN(c2ncnc3onc(C)c23)C1 (configuration not stated)	u	x	-3%
C=CCn1c(COc2cccc(C)c2)nnc1SC(C)C(=O)NC1CC1 (configuration not stated)	-12%	x	1%
O=C(O)CC/C(=C\c1ccc(N2CCCC2)c([N+](=O)[O-])c1)c1nc2ccccc2s1	-22%	5%	x
NNC(=O)c1[nH]c2ccc([N+](=O)[O-])cc2c1-c1ccccc1	23µM*	-12%	x
Nc1nc(=S)c2[nH]cnc2[nH]1	1.8µM*	-13%&-2%	-13%[56.1 µM]
COc1ccccc1NC(=O)c1ccc(NC2=NC3CS(=O)(=O)CC3S2)cc1 (configuration not stated)	5%	-2%	x
O=[N+]([O-])c1ccccc1Nc1c2ccccc2nc2ccccc12	u	-7%	1%
Cn1c(=O)c2cc(S(=O)(=O)N3CCC(c4ccccc4)CC3)ccc2n(C)c1=O	u	2%	0%
COc1ccccc1CCc1nnc(CCC(=O)N(C)Cc2cccc3ncccc23)o1	u	1%	-3%
O=S(=O)(c1ccccc1Cl)N1CCC(Cc2ccccc2)CC1	-10%	-2%	x
CCC(CC)c1nnc(NC(=O)CSCC(=O)Nc2cc(C)on2)s1	-19%	-1%	5%[0.505 µM]
O=[N+]([O-])c1ccc(O)c(/C=N/NC2=NS(=O)(=O)c3ccccc32)c1	0.52µM*	-4%	15%
CC1CCN(CCCNC(=O)c2cc(Sc3ccc(F)cc3)nc3ccccc23)CC1	u	x	10%
COc1ccc(-c2nn(C)c3sc(C(=O)NCc4ccco4)cc23)cc1OC	21µM*	1%	7%
COc1cccc(N2CCN(C(=O)c3ccc(CS(=O)Cc4ccc(C)cc4)o3)CC2)c1 (configuration not stated)	u	-4%	4%
CCCCN(CCCNC(=O)c1cc(Nc2cccc(SC)c2)nc2ccccc12)Cc1ccccc1	4.1µM*	x	2%
COC(=O)c1cc(C#N)c(N2CC(C)OC(C)C2)nc1C (configuration not stated)	-10%	-1%	0%
CN(C)CCN(C(=O)c1ccccc1Cl)c1nc2c(Cl)cccc2s1	u	6%	3%
COc1ccc(/C=C/C(=O)Nc2ccncc2)cc1OC	-24%	14%	-6%
CCOc1ccc(NC(=O)c2ccc(N3CC4CC(C3)c3cccc(=O)n3C4)c(NC(=O)c3cccnc3)c2)cc1 (configuration not stated)	-11%	-6%	6%
Fc1ccc(NCc2ccccc2-c2nnc(-c3ccccc3Cl)o2)cc1	u	x	8%

Quoted from the entries so far, four compounds:
SMILES	DT40 TDP1 no CPT	N370S GC mod	TDP1 block
CN(C)CCN(C(=O)c1ccccc1Cl)c1nc2c(Cl)cccc2s1	u	6%	3%
COc1ccc(/C=C/C(=O)Nc2ccncc2)cc1OC	-24%	14%	-6%
CCOc1ccc(NC(=O)c2ccc(N3CC4CC(C3)c3cccc(=O)n3C4)c(NC(=O)c3cccnc3)c2)cc1 (configuration not stated)	-11%	-6%	6%
Fc1ccc(NCc2ccccc2-c2nnc(-c3ccccc3Cl)o2)cc1	u	x	8%

New compounds follow:
SMILES	DT40 TDP1 no CPT	N370S GC mod	TDP1 block
CCN1CCCC1CNC(=O)c1cc2cc(OC)c(OC)cc2[nH]1 (configuration not stated)	11%	3%	x
COc1ccc(C(c2c(O)ccc3ccccc23)N2CCOCC2)c(OC)c1 (configuration not stated)	29µM*	-4%	2%
O=C(c1ccc(Cl)cc1)N1CCCC(C(=O)N2CCN(c3ccccc3)CC2)C1 (configuration not stated)	u	4%	6%
COc1cc(OC)c(Nc2nc3ccc(C)cc3n3nnnc23)cc1Cl	-4%	x	0%
O=c1cnnc(Nc2ccccc2F)[nH]1	-37%	6%	1%
C#CCOCCOCCOCCNc1nc(N2CCN(C(=O)C([C@@H](C)CC)n3cc(C(N)CC(C)C)nn3)CC2)nc(N2CCN(C(=O)[C@H](CCC(=O)O)n3cc(C(N)CC(C)C)nn3)CC2)n1 (some centres not stated)	-2%	-2%	4%
Cc1ccc(-n2nnnc2SC(C)C(=O)Nc2ccc(Cl)cn2)cc1 (configuration not stated)	u	-28%[2.35 µM]	4%
O=C(NCc1ccco1)c1sc2cc(Cl)ccc2c1Cl	-15%	7%	2%
COCCN(C(=S)Nc1cccc(OC)c1)C(C)c1cccs1 (configuration not stated)	u	13%	0%
CCN(CC)c1ccc(C2C(C(=O)OC(C)C)C(=O)CC(C)(O)C2C(=O)OC(C)C)cc1 (configuration not stated)	13µM*	-5%	-7%
O=S(=O)(NCCCc1ccccc1)c1ccc(F)c(F)c1	-16%	-11%	1%
CCOc1ccc(Cl)cc1CNCCCSc1ncccn1	-8%	-1%	2%
Cc1ccc(NC(=O)c2cc(-c3cc(C)c(C)cc3O)n[nH]2)cc1C	4%	-1%	x
Cc1noc(C)c1S(=O)(=O)N1CCC(C(=O)N2CCN(c3ccc(F)cc3)CC2)CC1	u	3%	-1%
O=C(NCc1cccs1)c1ccc(N2CCCC2=O)cc1	u	22%	3%
O=C(CSc1nnc(-c2cccs2)n1-c1ccccc1)NCC1CCCO1 (configuration not stated)	-14%	7%	8%
C#CCOc1c(Br)cc(/C=N\NC(=O)CN2CCOCC2)cc1OCC	-28%	x	2%
CN=c1scc(-c2ccc(OC)cc2)n1/N=C(\C)c1cccnc1	18µM*	-2%	10%
Cc1ccc(-c2c(C3C4C=CCC(C)C4C(=O)N3Cc3ccccc3)ccc3ccccc23)cc1 (configuration not stated)	x	-2%	4%
COc1ccc(NC(=O)Nc2ccccc2SC)cc1OC	u	-6%	5%
Oc1c(C(c2ccco2)N2CCN(C(c3ccccc3)c3ccccc3)CC2)sc2ncnn12 (configuration not stated)	21µM*	-10%	10%
CC1(C)CC(=O)C(C(=S)Nc2ccccc2)=C(NCCN2CCOCC2)C1	2%	-10%	0%
O=C(CSc1ncnc2c1oc1ccccc12)N1CCCc2ccccc21	5%	5%	0%
c1ccc(SCCN2CCc3ccccc3C2)cc1	-26%	-4%	-11%
O=C(Nc1ccc2oc(-c3ccccc3F)nc2c1)c1ccc([N+](=O)[O-])o1	-3%	-4%	x
COc1ccc(OC)c(NC(=S)N2CCN(C/C=C/c3ccccc3)CC2)c1	u	-4%	11%
O=CN1N=C(c2ccccc2)CC1c1ccc(Cl)cc1 (configuration not stated)	u	1%	x
CCC(Oc1ccc(F)cc1)C(=O)Nc1nc(-c2ccc(F)cc2)ns1 (configuration not stated)	10µM*	x	0%
CC(=O)C[C@@H](O)CC(=O)[C@H]1OC(=O)CCCCCc2ccccc21	-11%	x	0%
O=C(NCCOc1cccc(Cl)c1Cl)c1cc(-n2cnnc2)ccc1Cl	-2%	-18%	3%
COc1ccc(-n2c(SCC(=O)NCC3CCCO3)nc3c(c2=O)SC(C)C3)cc1 (configuration not stated)	2%	1%	1%
NC(=O)c1ccc(NC(=O)COC(=O)CC2Sc3ccccc3NC2=O)cc1 (configuration not stated)	-20%	x	0%
CC(C)C(NC(=O)CCNC(=O)c1ccc([N+](=O)[O-])cc1)c1nc2ccccc2[nH]1 (configuration not stated)	-11%	x	0%
O=C(O)c1cccc(N2C(=O)CSC2=S)c1	-3%	-5%	x
COc1cc(/C=C2\SC(N)=NC2=O)ccc1OCC(=O)Nc1ccccc1C	9.2µM*	x	-10%
